# Tau fluor cs: counter-screen for tau fibril formation inhibitors. AID 1463. Potency, µM (titrated, usually from 57.7 µM), for the others: at the top dose activity change, negative = decrease. hit rate 0.93% among 280,000. tau K18 P301L Alexa594 fluorescence, heparin fibrillization; note: % is set by controls: 0 for no effect and ±100 for the full control effect; nearly all actives have a fitted effect of over 55% in size
#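 Human K18 P301L tau (15 uM unlabeled plus 0.24 uM Alexa 594-labeled, final) in 100 mM sodium acetate pH 7 was mixed with compound and 20 uM heparin and incubated 6 hr at 37 C.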
# HttQ103 aggreg: reduces HttQ103-GFP aggregates in PC12 cells; PC12 HttQ103-GFP aggregates, Acumen cytometry, 40 h; Potency, µM (titrated, usually from 46.1 µM), for inactives: at the highest dose activity change, negative = inhibition, actives largely listed as inhibitors; hit rate 1.1% among 220,000; AID 1688; note: % is set by controls: 0 for no effect and ±100 for the full control effect; nearly all actives have a fitted effect of over 60% in size
#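 Multiplexed with ATP-based cell death, this channel scores GFP aggregates in PC12 cells expressing inducible HTTex1-Q103-GFP. Induction used 100 nM tebufenozide; compounds were tested in concentration series.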
# Tau fibril ThT: blocks human tau fibril formation measured by thioflavin T; Potency, µM (highest dose often 57.4 µM), for inactives: at the top dose activity, negative = inhibition, actives largely listed as inhibitors; recombinant tau K18 P301L, heparin-induced fibrillization, ThT fluorescence; hit rate 2.1% among 270,000; note: % is set by controls: 0 for no effect and ±100 for the full control effect; nearly all actives have a fitted effect of over 55% in size
# Target sequence (P10636 561-689 P618L limits assumed): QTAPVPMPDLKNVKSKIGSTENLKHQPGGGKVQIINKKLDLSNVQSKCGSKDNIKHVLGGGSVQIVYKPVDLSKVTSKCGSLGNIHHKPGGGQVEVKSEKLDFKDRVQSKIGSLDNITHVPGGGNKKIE
#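 Fibril formation assay: tau K18 P301L at 15 uM with trace Alexa 594 label, heparin inducer 20 uM, pH 7 sodium acetate buffer, 37 C for 6 hr; endpoint ThT signal.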
# ALDH1A1 inh: blocks purified human ALDH1A1 activity; Potency, µM (doses to about 75.3 µM), for inactives: top-dose activity, negative = inhibition, hits mostly inhibitors; hit rate 7.3% among 220,000; P00352; Purified ALDH1A1, NADH fluorescence, propionaldehyde substrate; active = well fitted inhibition curve with a large enough effect, not every such curve was filed as active; inconclusive = small, poorly fitted or top-dose-only effect, or another doubt; inactive = no such curve, though single readings can be large or run the other way;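 note: plate controls were no enzyme wells and a reference inhibitor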
# Target sequence (P00352 whole entry, looked up): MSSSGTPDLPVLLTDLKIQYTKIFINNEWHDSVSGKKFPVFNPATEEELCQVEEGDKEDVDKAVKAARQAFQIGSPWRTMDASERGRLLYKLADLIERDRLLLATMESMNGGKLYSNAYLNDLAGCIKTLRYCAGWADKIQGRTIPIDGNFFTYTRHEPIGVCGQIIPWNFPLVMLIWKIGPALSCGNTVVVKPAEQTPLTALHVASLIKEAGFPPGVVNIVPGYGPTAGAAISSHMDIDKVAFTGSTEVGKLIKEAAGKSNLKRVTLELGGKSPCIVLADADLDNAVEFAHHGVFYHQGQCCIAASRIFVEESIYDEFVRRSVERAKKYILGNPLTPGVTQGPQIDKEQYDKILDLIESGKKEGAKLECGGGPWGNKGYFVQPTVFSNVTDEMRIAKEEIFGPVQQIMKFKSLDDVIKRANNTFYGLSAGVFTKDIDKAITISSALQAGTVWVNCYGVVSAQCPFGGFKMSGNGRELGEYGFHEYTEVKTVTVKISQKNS
# JMJD2E inh: blocks human JMJD2E demethylase activity. JMJD2E catalytic domain, FDH-coupled NADH fluorescence (FDH is formaldehyde dehydrogenase). Potency, µM (top dose mostly 57.1 µM), inactives show top-dose activity change, negative = inhibition, most hits filed as inhibitors. hit rate 1.6% among 230,000; active = well fitted inhibition curve with a large enough effect, not every such curve was filed as active; inconclusive = small, poorly fitted or top-dose-only effect, or another doubt; inactive = no such curve, though single readings can be large or run the other way;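 note: 0% = wells with enzyme and -100% = buffer wells without enzyme; nearly all actives have a fitted effect of over 50% in size; many of its hits are not listed in these tables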
# Target sequence (B2RXH2 1-337 limits assumed): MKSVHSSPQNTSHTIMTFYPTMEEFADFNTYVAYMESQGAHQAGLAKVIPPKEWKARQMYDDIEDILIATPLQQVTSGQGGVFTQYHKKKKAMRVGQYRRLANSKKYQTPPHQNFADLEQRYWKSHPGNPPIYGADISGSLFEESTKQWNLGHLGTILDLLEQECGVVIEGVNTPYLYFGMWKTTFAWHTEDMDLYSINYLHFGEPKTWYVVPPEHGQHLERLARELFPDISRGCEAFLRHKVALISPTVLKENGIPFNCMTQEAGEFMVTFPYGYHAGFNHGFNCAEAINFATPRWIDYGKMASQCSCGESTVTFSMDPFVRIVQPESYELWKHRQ
# SMN2 splice enh: enhancers of SMN2 splice variant expression. HEK293 SMN2-luciferase splicing reporter, luminescence, 30-36 h. Potency, µM (highest dose often 46.1 µM), for inactives: at the highest dose activity change, positive = activation, hits mostly activators. hit rate 2.8% among 210,000. AID 1458; note: % of control where 0% means no effect; nearly all actives have a fitted effect of over 55% in size
#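 HEK293 cells carry an SMN2 minigene-luciferase reporter in which exon 7 inclusion puts luciferase in frame. Cells were seeded at 2000 cells/well, attached for 10-12 hours, then exposed to compounds for 30-36 hours at 37C before ONE-Glo luminescence.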
# Tau fibril FP: blocks human tau fibril formation measured by polarization; P10636; Potency, µM (doses to about 57.7 µM), for inactives: top-dose activity, negative = inhibition, hits mostly inhibitors; hit rate 0.39% among 280,000; AID 1468; K18 P301L tau heparin fibrillization, Alexa594 FP, 6 h; note: % is set by controls: 0 for no effect and ±100 for the full control effect; nearly all actives have a fitted effect of over 55% in size
#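 Human tau K18 […] P301L fragment, 15 uM unlabeled plus 0.24 uM Alexa 594-labeled tau (final), with compound and 20 uM heparin in 100 mM sodium acetate pH 7; 6 hr at 37 C, then Alexa 594 FP read.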
# HTT ATP protect: protects HTT-Q103 PC12 cells, measured by ATP. PC12 HTT-Q103 induced, cytoprotection, ATP luminescence, 40 h. Potency, µM (highest dose often 56.4 µM), for the others: cytoprotection (ATP increase), most hits filed as activators. hit rate 0.14% among 230,000;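 note: % of control where 0% means no effect; nearly all actives have a fitted effect of over 45% in size; toxic huntingtin expression switched on by the ecdysone agonist tebufenozide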
#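 Stable PC12 Q103-GFP cells in serum-supplemented, phenol red-free DMEM; induction by tebufenozide at 100 nM final; compound dose series; cell viability quantified luminescently from ATP.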
# * marks the source's active call; other numbers are inactive results; ? = inconclusive; . = not tested or not shown; & = joins results of further samples; [ ] = another dose, or the depositor's remark. Unless noted, calls come from the whole dose curve; as a rule, active = well fitted curve in the direction sought with a large enough effect; inconclusive = small, poorly fitted or top-dose-only effect, or another doubt; inactive = no such curve, though single readings can be large; an effect the other way counts as inactive or inconclusive. Potency is the fitted concentration of half-maximal effect. An excerpt; the hit share may differ from the screen's.
No.	canonical_smiles	Tau fluor cs	HttQ103 aggreg	Tau fibril ThT	ALDH1A1 inh	JMJD2E inh	SMN2 splice enh	Tau fibril FP	HTT ATP protect
1	O=C1CC(c2c[nH]c3ccccc23)C(=O)N1 (stereo unspecified)	4%	-11%	-10%	8%	1%	-5%	5%	11%[10 µM]
2	Cc1cc(-c2n[nH]c(=S)n2/N=C/c2cccs2)n[nH]1	-7%	8%	-12%	-6%	2%	-17%	8%	26%[10 µM]
3	CCOC(=O)C1=NNC(C(=O)c2ccc(C)cc2)C1c1ccc(C)cc1 (stereo unspecified)	-12%	21%	-17%	?	-8%	-7%	2%	10%[10 µM]
4	CCCCOc1ccc(C(=O)N2CCCCCC2)cc1	-4%	-19%	-8%	?	-3%	20%	-1%	5%[10 µM]
5	O=C(NCCN1CCCCC1)c1ccc(Cn2c(SCc3ccccc3)nc3cccnc32)cc1	-29%	.	?	.	.	4%	1%	.
6	O=S(=O)(N1CCCCC1)n1nnc2ccccc21	0%	-14%	-6%	7%	5%	-2%	3%	7%[10 µM]
7	CCOC(=O)/C(=N/Nc1ccc(C)cc1)S(=O)(=O)c1ccc(Cl)cc1	-30%	-18%	?	?	-2%	3%	2%	8%
8	CCCCN(CCCC)C(=O)c1cc2c(=O)n3cccc(C)c3nc2s1	-15%	.	-13%	.	.	3%	6%	.
9	CC(=O)Oc1ccc(-c2cccc(C(=O)OCC(=O)N(C)c3ccccc3)c2)cc1	-15%	1%	-9%	-4%	-17%	2%	0%	1%[10 µM]
10	COc1ccc(C)cc1S(=O)(=O)Nc1cccc(SC)c1	-10%	-9%	1%	-6%	-1%	26%	-9%	2%
11	O=C1C2C3C=CC(C3)C2C(=O)N1c1ccc2c(c1)CCC2 (stereo unspecified)	-4%	15%	-5%	1%	-3%	-6%	-10%	-25%[0.074 µM]
12	O=C(c1ccc(N2CCOCC2)cc1)c1cccs1	-15%	-22%	?	?	-1%	2.5µM*	3%	-120%[inhibitor][10 µM]
13	COc1ccc(-c2csc(NC(=S)NC(=O)/C=C/c3ccco3)n2)cc1OC	-19%	4%	?	-5%	-10%	-30%	-12%	-30%[10 µM]
14	CC(=O)c1ccc(Oc2cc(C)nc(-n3nc(C)cc3C)n2)cc1	4%	-10%	-7%	5%	3%	?	6%	-87%[inhibitor]
15	COc1ccc(OCC(=O)OCCNC(=O)c2cccnc2)cc1	2%	5%	-3%	-10%	-20%	24%	3%	18%[10 µM]
16	O=C(N[C@H]1CCCc2ccccc21)O[C@@H]1C(=O)c2cc(Br)ccc2O[C@H]1c1ccc2c(c1)OCO2	-3%	.	-8%	?	0%	-1%	-1%	-47%[inhibitor]
17	COCC1CCN(Cc2nc(-c3ccc4c(c3)OCO4)no2)C1 (stereo unspecified)	-6%	10%[9.22 µM]	0%	-9%	2%	.	5%	17%[10 µM]
18	Cc1ccc(C)c(N2CCN(C(=O)CCS(=O)(=O)c3cc(Br)cc4c3N(C(=O)C3CC3)CC4)CC2)c1	-19%	.	-10%	.	.	-6%	-5%	.
19	C/C(=N\OC(=O)NC1CCCCC1)c1sc(-c2ccccc2)nc1C	-17%	?	?	?	-11%	-55%[inhibitor]	1%	-45%[inhibitor]
20	CC(=O)OCCNC(=O)c1cc2ccccc2oc1=O	1%	?	-8%	?	?	?	-3%	-7%
21	COc1ccc(C(NC(C)=O)c2cc(Cl)c3cccnc3c2O)cc1OC (stereo unspecified)	-9%	?	-17%	3%	-18%	-98%[inhibitor]	17%	-77%[inhibitor][10 µM]
22	Cc1csc(=Nc2ccccc2)n1Cc1ccco1	-19%	5%	?	15µM*	-17%	-11%	-10%	-15%
23	COc1ccccc1CO/N=C/c1cccn1-c1nccc(N(C)C)c1C#N	-13%	-20%	-9%	6%	-6%	-7%	7%	5%
24	Cc1cc(Cl)ccc1OCc1nc(-c2ccc(-n3cccc3)cc2)no1	-7%	.	-9%	.	.	-8%	-17%	.
25	O=C(NC(Cc1c[nH]c2ccccc12)C(=O)Nc1ccc(F)cc1)c1cccs1 (stereo unspecified)	?	3%	-2%	?	?	156%	14%	7%[1.9 µM]
26	C=CCn1c(SCC(=O)NCc2ccco2)nnc1-c1ccc2ccccc2n1	-2%	18%	?	?	-29%	11%	-7%	-10%
27	CS(=O)(=O)N1CCN(c2ccc([N+](=O)[O-])cc2C(F)(F)F)CC1	0%	-27%[9.22 µM]	3%	.	-3%	.	-1%	-1%[10 µM]
28	CC(=O)[C@H]1[C@H](CCc2ccccc2)NC(=O)N(Cc2ccccc2)[C@@H]1C	0%[11.6 µM]	1%[9.22 µM]	3%[11.5 µM]	2%[13.5 µM]	-6%[11.4 µM]	0%[9.22 µM]	-2%[11.6 µM]	-31%&13%[10 µM]
29	CC(N=C1NC(C)(C)Cc2ccccc21)C(=O)O (stereo unspecified)	-15%	-8%[9.22 µM]	-13%	9%	1%	.	-10%	-11%[10 µM]
30	CCC(CCC(=O)Nc1cccc(C(=O)O)c1)C(=O)O (stereo unspecified)	-1%	-16%	1%	1%	-7%	-2%	-6%	3%[10 µM]

# Limited to Tau fluor cs, for 3 of the compounds above:
no.	molecule	Tau fluor cs
28	CC(=O)[C@H]1[C@H](CCc2ccccc2)NC(=O)N(Cc2ccccc2)[C@@H]1C	0%[11.6 µM]
17	COCC1CCN(Cc2nc(-c3ccc4c(c3)OCO4)no2)C1 (stereo unspecified)	-6%
20	CC(=O)OCCNC(=O)c1cc2ccccc2oc1=O	1%

# Other entries follow.
No.	canonical_smiles	Tau fluor cs	HttQ103 aggreg	Tau fibril ThT	ALDH1A1 inh	JMJD2E inh	SMN2 splice enh	Tau fibril FP	HTT ATP protect
31	CCn1c(-c2ccc(C)cc2)nn(CC(=O)NCCc2ccccc2)c1=S	3%	?	-1%	-4%	-3%	-65%[inhibitor]	0%	-1%[10 µM]
32	COc1ccc(NC(=O)c2nc3nccc(C)n3n2)cn1	-4%	-3%	-2%	-1%	1%	?	-2%	-20%
33	Cc1cc(C)c2[nH]c(=O)c(CN(Cc3ccco3)C(=O)c3cccs3)cc2c1	-7%	?	?	18µM*	?	-12%	2%	-98%[inhibitor][10 µM]
34	Cc1ccc(NC(=O)Nc2cnccn2)cc1C	-19%	1%[9.22 µM]	-12%	.	?	.	5%	-9%[10 µM]
35	CC(C)N(CCNC(=O)c1cn(C)c2ccc(S(=O)(=O)N(C)C)cc2c1=O)Cc1ccccc1	-8%	4%	-5%	?	2%	27%	0%	-3%
36	C=CCNC(=O)c1nn2cccnc2c1Cl	-3%	-7%	-8%	-1%	7%	25%	-2%	5%
37	O=C(Nc1cccnc1)c1ccccc1NS(=O)(=O)c1ccc(F)cc1	-8%	?	-6%	?	?	-2%	-2%	-94%[inhibitor]
38	CC(C)CCN(Cc1ccco1)C(=O)c1cc2c(Cl)nc3ccccc3c2s1	-28%	.	?	.	.	-10%	-2%	.
39	COc1cc(-c2nnc(COc3ccc4ccccc4c3)o2)cc(OC)c1OC	-8%	-16%	?	-12%	?	-17%	10%	-34%
40	CC(=O)/C(N=Nc1ccc(OC(F)(F)F)cc1)=C(\C)O	-6%	17%[9.22 µM]	-6%	.	5%	.	2%	-9%[10 µM]
41	O=C(Nc1ccc(F)cc1)C1=CC(=O)N2CCN=C2S1	-14%	11%	18µM*	16µM*	-22%	12%	?	24%[10 µM]
42	CN(C)c1ccc(/C(=N\O)C(F)(F)F)cc1	-10%	-24%	1%	?	-6%	-3%	6%	5%[10 µM]
43	CCNS(=O)(=O)c1ccc2c(c1)NCC2	-3%	-19%	-2%	10%	3%	?	-1%	.
44	CCOC(=O)CCN1C(=O)[C@H]2[C@H]3[C@H](O)[C@H](O)C/C(=N/OCC(C)C)[C@H]3CC[C@@H]2C1=O	-16%[11.6 µM]	.	-13%[11.5 µM]	4%[13.5 µM]	.	.	3%[11.6 µM]	?
45	COc1ccc2oc(-c3ccc(C)c(NC(=O)Cc4ccc(Cl)cc4)c3)nc2c1	-2%	.	9%	.	.	4%	-10%	.

# Part of the list above in a different format:
# Every second line gives: Tau fluor cs, HttQ103 aggreg, Tau fibril ThT, ALDH1A1 inh, JMJD2E inh, SMN2 splice enh, Tau fibril FP, HTT ATP protect
43: CCNS(=O)(=O)c1ccc2c(c1)NCC2
  -3%, -19%, -2%, 10%, 3%, ?, -1%, .
44: CCOC(=O)CCN1C(=O)[C@H]2[C@H]3[C@H](O)[C@H](O)C/C(=N/OCC(C)C)[C@H]3CC[C@@H]2C1=O
  -16%[11.6 µM], ., -13%[11.5 µM], 4%[13.5 µM], ., ., 3%[11.6 µM], ?
45: COc1ccc2oc(-c3ccc(C)c(NC(=O)Cc4ccc(Cl)cc4)c3)nc2c1
  -2%, ., 9%, ., ., 4%, -10%, .

# (further entries)
No.	canonical_smiles	Tau fluor cs	HttQ103 aggreg	Tau fibril ThT	ALDH1A1 inh	JMJD2E inh	SMN2 splice enh	Tau fibril FP	HTT ATP protect
46	COCC(=O)N(Cc1cc2ccc(C)c(C)c2n2nnnc12)C1CCCC1	-7%	-13%	-10%	?	-3%	-7%	14%	21%
47	COc1ccc(C(C)=O)cc1CSc1nc(C)cc(C)n1	3%	12%	2%	?	-11%	-5%	4%	.
48	N#CC1=C(N)Oc2n[nH]c(CSc3ccccc3)c2C12C(=O)Nc1ccccc12 (stereo unspecified)	-7%	15%	-11%	10µM*	-4%	?	8%	4%
49	Cc1cc(CNC(=O)COc2ccc(C)c(C)c2)c2ccccc2n1	-13%	-24%	-11%	2%	8%	-47%[inhibitor]	-8%	-48%[inhibitor]
50	COc1ccc(CNC(=O)c2cc(C)nn2-c2ccccc2)cc1	-2%	-15%[9.22 µM]	1%	.	-1%	.	1%	-14%[10 µM]
51	COCCCn1c(=N)c(C(=O)NCC2CCCO2)cc2c(=O)n3ccccc3nc21 (stereo unspecified)	-11%	-4%	-1%	?	5%	-24%	4%	-15%[10 µM]
52	CC(=O)OCC(OC(C)=O)C(OC(C)=O)C(OC(C)=O)C(OC(C)=O)C(COC(C)=O)OC(C)=O (stereo unspecified)	-11%	.	-6%	11%	2%	-14%	-1%	-34%[inhibitor]
53	c1cnc2c(c1)ncc1cscc12	6%	-26%	-1%	-11%	?	7%	-9%	5%[0.074 µM]
54	CCOC(=O)CC(=O)CSC1=C(C#N)C(c2ccccc2OC)CC(=O)N1 (stereo unspecified)	-11%	-10%	-12%	?	?	16%	3%	-25%[0.074 µM]

# Screens (PubChem)
